tim10-1 inh – inhibits growth of tim10-1 mutant yeast | S. cerevisiae tim10-1 ts strain growth, BacTiter-Glo, 24 h | inhibition, % at 20 µM | 330,000 compounds, 2.2% hits;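 active means inhibition of at least 40%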;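 further: mutant grown at 25 °C; 0% = DMSO wells with yeast and 100% = wells holding no yeast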
Apaf-1 inh – blocks human Apaf-1 apoptosome activity. inhibition, % at 20 µM. O14727. 330,000 compounds, 0.71% hits. reconstituted apoptosome caspase-3 activity, DEVD-Rh110 fluorescence; active means inhibition of at least 40% at 20 µM;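 further: plate controls were DMSO wells for no effect and DEVD-CHO caspase inhibitor wells for full effect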
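Material: cell-free apoptosome with Apaf-1, procaspase-3 and caspase-9; Buffer or medium: Hepes pH 7.5 with detergent and BSA; Reagent: cytochrome c trigger plus (Z-DEVD)2-Rh110 caspase-3 substrate; Times: compound with Apaf-1, dATP, procaspase-3 30 min, then 50 min reaction, room temperature; Technique: Rh110 fluorescence intensity.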
TIM10 inh – growth inhibitors of TIM10 yeast strain; 330,000 compounds, 1.4% hits; inhibition, % at 10 µM; S. cerevisiae TIM10 strain growth, BacTiter-Glo luminescence, 24 h; AID 463195;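 active means inhibition of 40% or more at the single tested concentration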;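 further: wild-type TIM10 isogenic control strain grown at permissive 25 °C; 0% = DMSO yeast wells and 100% = minimal medium wells without yeast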
hIAP inh – human IAP inhibition; P09923; AID 2544; 330,000 compounds, 0.12% hits; inhibition, % at 10 µM; purified IAP, CDP-Star luminescence, 30 min;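 active means inhibition reaching a set limit with compound at 10 µM in the primary screen, cut at about 35% in these data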;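 further: plate controls were DMSO wells with enzyme for no effect and no-enzyme buffer wells for full effect; values of inactives mirror those of a sister screen read the other way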
mIAP act – mouse IAP activation; activation factor at 10 µM; 330,000 compounds, 0.24% hits; AID 2805; muIAP, CDP-Star luminescence, 30 min; stronger effect = higher value; 1 = vehicle-only enzyme signal, 0 = enzyme-free wells;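 active means activation factor of at least 2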; further: the source names both 10 and 20 µM as test concentration; values of inactives mirror those of a sister screen read the other way
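Assay system: mouse IAP enzyme / Compound: DMSO-dissolved test compounds / Timing: 30 min, room temperature / Measured by: luminescence from enzymatic CDP-Star hydrolysis / Control set: DMSO-only wells, enzyme-free buffer wells as negative control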
hIAP activ – human IAP activation; AID 2524; 330,000 compounds, 0.16% hits; P09923; activation factor at 10 µM; purified human IAP, CDP-Star luminescence, 30 min; stronger effect = higher value; 1 = vehicle-only enzyme, 0 = enzyme-free background;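 active means activation factor of the enzyme at least 2-fold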; further: the source names both 10 and 20 µM as test concentration; values of inactives mirror those of a sister screen read the other way
ATG4B inh – ATG4B (human) cysteine protease inhibition. 340,000 compounds, 0.51% hits. AID 504462. inhibition, % at 8.33 µM. ATG4B cleavage of LC3-PLA2, NBD-HPC fluorescence, 1 h; in the data active means inhibition above about 40%
mIAP block – blocks mouse intestinal alkaline phosphatase | purified mouse IAP, CDP-Star luminescence, 30 min | 330,000 compounds, 0.2% hits | inhibition, % at 10 µM;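 active means inhibition of at least 40% at 10 µM in the primary screen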;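 further: plate controls were DMSO with enzyme for no effect and no enzyme wells for full effect; values of inactives mirror those of a sister screen read the other way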
NALP3 yeast inh – blocks the NALP3 inflammasome reconstituted in yeast; Yeast reconstituted NLRP3/ASC/caspase-1, beta-gal luminescence, 24 h; inhibition, % at 10 µM; 330,000 compounds, 0.39% hits; AID 2825;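 active means inhibition of 50% or more; inactive means inhibition below 50%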;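 further: plate controls were induced DMSO wells for no effect and uninduced yeast grown without galactose for full effect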
* hit, by the source's call; · = not tested or not shown.

SMILES	tim10-1 inh	Apaf-1 inh	TIM10 inh	hIAP inh	mIAP act	hIAP activ	ATG4B inh	mIAP block	NALP3 yeast inh
Cn1c(=O)n(C)c2cc(NC(=O)c3cccc([N+](=O)[O-])c3)c(Br)cc21	14	-18	16	-3	1	1	7	-2	-38
CCCN(C(=O)C1=COCCO1)c1c(N)n(Cc2ccccc2)c(=O)[nH]c1=O	-3	-21	4	2	0.97	0.98	0	3	20
COc1ccccc1Nc1nc(-c2ccccc2)nc2ccccc12	32	10	25	-3	0.95	1	-8	5	3
S=c1nc(C2CC2)[nH]c2ccccc12	27	3	30	13	0.84	0.87	-3	16	4
COc1cccc(OCCNS(=O)(=O)c2cccc([N+](=O)[O-])c2)c1	-12	2	3	11	0.95	0.89	5	5	14
O=S(=O)(c1ccc(F)cc1)N1CN(Cc2ccco2)c2nc3ccccc3nc21	32	3	20	20	0.86	0.8	-3	14	7
O=C(NCC1CCCO1)c1cc(C(=O)c2ccc(Cl)cc2Cl)c[nH]1 (centres undefined)	-12	-1	-16	-10	1	1.1	-6	0	0
CN(C(=O)c1ccccc1)C1(C)CCS(=O)(=O)C1 (centres undefined)	-1	4	-2	-1	0.96	1	-4	4	23
CC(=O)NNc1nc(-c2ccc(C)cc2)cs1	22	-3	-14	-52	0.94	1.5	-5	6	8
CC(=O)c1ccc(NS(=O)(=O)c2cccc(C(=O)Nc3ccccc3C(=O)O)c2)cc1	-2	8	-3	19	1	0.81	3	-4	14
CC(=O)N1CCN(c2ccc(NC(=O)COc3ccc(Cl)cc3Cl)cc2)CC1	29	14	30	-2	1	1	-17	0	23
CNC(=O)n1ccc(C(=O)N2CCCCC2)n1	6	-3	-1	12	1	0.88	-8	-3	4
COc1ccccc1NC(=O)CC1C(=O)Nc2ccccc2N1C(=O)c1ccccc1 (centres undefined)	-4	-13	10	-4	1	1	-10	-3	-1
Cc1c(Cl)cccc1NC(=S)NC1CCN(C(C)C)CC1	-2	-6	11	-3	1	1	-4	-5	17
O=C(Nc1ccccc1N1CCOCC1)C1CCN(S(=O)(=O)c2ccccc2F)CC1	8	10	2	20	1.1	0.8	0	-8	10

In the list so far, these contain fluorine:
SMILES	tim10-1 inh	Apaf-1 inh	TIM10 inh	hIAP inh	mIAP act	hIAP activ	ATG4B inh	mIAP block	NALP3 yeast inh
O=S(=O)(c1ccc(F)cc1)N1CN(Cc2ccco2)c2nc3ccccc3nc21	32	3	20	20	0.86	0.8	-3	14	7
O=C(Nc1ccccc1N1CCOCC1)C1CCN(S(=O)(=O)c2ccccc2F)CC1	8	10	2	20	1.1	0.8	0	-8	10

Next part:
SMILES	tim10-1 inh	Apaf-1 inh	TIM10 inh	hIAP inh	mIAP act	hIAP activ	ATG4B inh	mIAP block	NALP3 yeast inh
COC(=O)c1nn(-c2cccc(Cl)c2)ccc1=O	12	-6	7	2	0.93	0.98	6	7	12
Cc1ccc(OCCNC(=O)CCc2ccccc2)cc1C	10	0	-31	-11	1	1.1	10	-4	30
COC(=O)CSc1nnc(C)n1-c1cccc(OC)c1	8	6	-1	6	1	0.94	-11	-5	-4
COc1ccc(N2CCN(c3ccc(N4C(=O)CC(C)C4=O)cc3[N+](=O)[O-])CC2)cc1 (centres undefined)	7	-7	-1	6	1	0.94	-3	-4	1
COC(=O)C12CCC3(SCCS3)C(C(=O)OC)(CCC13SCCS3)C2	24	3	22	-7	1	1.1	-4	-3	58*
CCCOC(=O)CCCN1C(=O)/C(=C2\SC(=S)N(CCCC(=O)OCCC)C2=O)SC1=S	3	7	1	9	0.81	0.91	4	19	29
CC1CN(S(=O)(=O)c2cccc(C(=O)OC/C(O)=C(\C#N)c3nc4ccccc4[nH]3)c2)CC(C)O1 (centres undefined)	11	3	16	-22	0.8	1.2	-8	20	0
CC(C)CC(=O)NC(=S)N1CCN(c2ccc([N+](=O)[O-])cc2Cl)CC1	30	-1	21	-2	0.88	1	5	12	15
CN(CC(=O)Nc1ccc(Cl)cc1)C(=O)CNC(=O)c1ccc2ccccc2c1	-2	22	-8	2	0.93	0.98	-14	7	-4
Cc1nnc(NC(=O)c2ccccc2Br)s1	-11	-8	-12	3	1	0.97	-10	-1	23
N#Cc1cc(C(=O)c2cc(Br)ccc2O)cn(Cc2ccccc2)c1=O	2	1	2	-4	0.89	1	-4	11	23
CCN1CCN(c2ccc(NC(=O)c3ccc4c(c3)[nH]c(=O)n4Cc3ccc(OC)cc3)cc2)CC1	-15	-8	-10	-17	0.89	1.2	-11	12	0
O=C(COC(=O)c1ccccc1NS(=O)(=O)c1cccs1)NC1CCCCC1	31	-1	16	-6	1	1.1	-8	0	-2
O=C(COc1ccc(F)cc1Br)NCC1(N2CCOCC2)CCCCC1	13	17	3	-13	1.1	1.1	-9	-8	13
CN(C(=O)C1CCN(S(=O)(=O)c2cccc3nonc23)CC1)C1CCCCC1	23	8	3	-41	0.93	1.4	0	7	5
Cc1ccc(S(=O)(=O)Nc2c(C)n(C)n(-c3ccccc3)c2=O)cc1C(=O)OCC(=O)N1CCCC(C)C1 (centres undefined)	11	-2	3	-10	1	1.1	-5	-2	15
Cc1ccc(OCC(=O)N/N=C2\CC(=O)CC(C)(C)C2)c(Br)c1	9	2	8	30	0.89	0.7	-6	11	2
Cc1noc(C)c1C(=O)OCC(=O)Nc1ncc(C(F)(F)F)cc1Cl	7	5	10	6	0.99	0.94	2	1	24
O=C(CCCCCNc1nc(=S)[nH]c2ccccc12)NCCc1ccccc1	3	-6	-1	7	1	0.93	-3	-4	2
CCOc1cc(C(=S)N2CCN(C)CC2)ccc1OCC(=O)N1CCCC1	-3	-9	4	-18	0.94	1.2	4	6	16
O=C(Nc1cccc(Cl)c1)NC1(C(=O)NCc2cccs2)CCCCC1	3	-1	8	-14	2.2*	1.1	0	-121	13
Cc1ccccc1C(=O)NNC(=O)C(C)N1C(=O)c2ccccc2C1=O (centres undefined)	6	-31	1	1	0.81	0.99	-2	19	-5
CCOC(=O)c1cn(CC)c2cc(N3CCSCC3)c(F)cc2c1=O	12	-3	-9	-1	1.1	1	-5	-5	3
Cc1ccc(CN2C(=O)C(C)Nc3ncnc(N4CCOCC4)c32)cc1 (centres undefined)	-1	-3	8	-5	0.97	1.1	3	3	-9
COc1cc(NC(=O)C2CCN(S(=O)(=O)c3ccc4[nH]c(=O)oc4c3)CC2)cc(OC)c1	1	17	6	7	1	0.93	-7	0	2
CCOc1ccc(/C(C)=N/NC(=O)Cn2nc([N+](=O)[O-])cc2C)cc1	5	3	-7	-9	1.1	1.1	2	-9	9
CCCCn1c(N)c(N(CCC(C)C)C(=O)COC(=O)c2sccc2C)c(=O)[nH]c1=O	16	16	15	-5	1.1	1	-3	-9	14
CC(C)Cn1c(N)c(C(=O)CSc2cc(Cl)ccc2Cl)c(=O)n(C)c1=O	20	6	-1	16	0.98	0.83	·	2	15
CN(Cc1nc2c(s1)CCCC2)C(=O)CCc1nnc(-c2ccccc2)o1	28	3	-13	-5	0.99	1	1	1	30
O=S(=O)(c1ccccc1)N(Cc1ccccn1)Cc1ccccn1	18	4	29	2	1	0.98	4	-2	-5

mIAP act: hit marks shown above
| smiles | tim10-1 inh | hIAP inh | mIAP act | hIAP activ | ATG4B inh | mIAP block | NALP3 yeast inh |
| --- | --- | --- | --- | --- | --- | --- | --- |
| O=C(Nc1cccc(Cl)c1)NC1(C(=O)NCc2cccs2)CCCCC1 | 3 | -14 | 2.2* | 1.1 | 0 | -121 | 13 |

Following part.
SMILES	tim10-1 inh	Apaf-1 inh	TIM10 inh	hIAP inh	mIAP act	hIAP activ	ATG4B inh	mIAP block	NALP3 yeast inh
CCC(C)(C)NC(=O)C(c1ccc(OC)cc1)N(C(=O)CCC(=O)Nc1cc(C)on1)c1ccccc1F (centres undefined)	10	14	3	-5	0.96	1	-8	4	12
CN1[C@@H]2CC[C@H]1CC(OC(=O)C(O)c1ccccc1)C2 (some centres undefined)	-2	-7	-1	12	1.1	0.88	-5	-5	16
CC(C)Sc1nc(N)nc(-c2cccs2)c1C#N	48*	7	24	-21	0.94	1.2	5	6	-18
O=C(CSc1ccc(-c2ccc(F)cc2)nn1)NCC1CCCO1 (centres undefined)	27	-3	-12	2	1.1	0.98	-3	-10	-9
O=C(CN1CCN(Cc2ccc(Cl)cc2)C1=O)NCCN1CCCC1	-1	9	3	-6	1.1	1.1	1	-9	12
Cc1nn(-c2ccccc2)c(N2CCCC2)c1/C=N/NC(=O)c1cccc(S(=O)(=O)Nc2ccc(Cl)cc2)c1	16	3	12	-4	0.89	1	17	11	17
CCCCCCc1nc(C(N)=O)c2[nH]c(=O)n(-c3ccc(OC)cc3OC)c2n1	18	17	8	-73	0.96	1.7	-2	4	-3
Cc1ccc(C)c(-c2nnc(NC(=O)COc3ccccc3)o2)c1	6	-5	4	-8	0.88	1.1	0	12	41
COc1ccc(CCCNC(=O)C2CCC(=O)N(Cc3ccccc3F)C2)cc1 (centres undefined)	8	4	11	28	0.91	0.72	-2	9	12
O=C(c1cnccn1)N(c1ccccc1)C1(C(=O)NC2CCCC2)CCCCC1	23	6	33	-4	1	1	-7	-5	23
O=C(NCc1csc(-c2cccs2)n1)c1ccsc1	2	-5	15	-6	0.96	1.1	-2	4	15
COc1ccc(CCN2CC(C(=O)NCCN3CCOC3=O)CCC2=O)cc1 (centres undefined)	3	-7	13	0	0.84	1	4	16	9
CCOc1ccc(C2CC(c3cccc(OC)c3)Nc3ncnn32)cc1 (centres undefined)	27	0	12	-25	0.95	1.3	-6	5	23
COc1ccc(Cl)cc1NC(=O)CN(C)CC(=O)Nc1cccc(S(=O)(=O)N2CCCC2)c1	7	13	-2	-28	1	1.3	-3	-4	23
COC(C[C@@H](O)C[C@H](O)[C@H](C)OCc1ccccc1)OC	2	-5	0	2	0.99	0.98	-1	1	2
COc1ccc(N2CCN(Cc3csc(C)c3-c3ccc(C)cc3)CC2)cc1	18	16	4	-5	0.93	1.1	14	7	7
C=Cn1cc[n+](CC(=O)c2ccc(-c3ccccc3)cc2)c1	-17	23	-117	-11	0.94	1.1	-3	6	13
COc1cc(-c2nc3n(n2)C(c2cccc(OC)c2OC)C2=C(CCCC2=O)N3)cc(OC)c1OC (centres undefined)	9	2	16	20	0.96	0.8	-12	4	3
COc1ccc(C(=O)COc2ccc(NC(C)=O)cc2)cc1	6	-31	13	-16	1	1.2	2	0	-2
CC(C)OC(=O)c1ccccc1C(=O)c1ccc(N)c([N+](=O)[O-])c1	14	-2	25	25	0.99	0.75	-8	1	13
COCCNC(=O)/C(C#N)=C1\N=C(NC(=O)c2cccs2)c2ccccc21	21	10	18	-42	0.93	1.4	-5	7	18
N#CCCn1cc(C(=O)N2CCCCC2)c(-c2cccc([N+](=O)[O-])c2)n1	11	0	0	2	0.89	0.98	-8	11	21
Cc1ccc(S(=O)(=O)N2CN(Cc3ccco3)c3nc4ccccc4nc32)cc1	22	16	24	7	0.9	0.93	6	10	-14
COCCN(Cc1nc2ccccc2c(=O)[nH]1)C(=O)COc1c(C)cc(Cl)cc1C	22	13	11	11	1	0.89	5	-2	19
O=[N+]([O-])c1ccc(-c2nc(-c3ccncc3)no2)cc1	6	-9	17	-6	1	1.1	-6	0	4
Nc1nnc(SCC(=O)NC2CCCC2)s1	-2	-6	-3	-7	0.94	1.1	-1	6	19
COc1ccc(/C=C2/SC(=O)N(CCC(=O)Nc3ccccc3)C2=O)cc1OC	20	-3	-9	-9	0.98	1.1	-24	2	14

From PubChem BioAssay
